HSF1 inh – HSF1 inhibition | NIH3T3-HGL HSE-luciferase, MG132-induced, luminescence 8 h; stronger effect = lower value | activity change, negative = inhibition, % at 7.5 µM (by protocol) | hit rate 0.77% among 300,000;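 active = more than half of replicate wells show activity change below -50%, luminescence cut by over half; inconclusive = some wells, but at most half, below -50%; inactive = no replicate well below -50%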;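 note: luciferase reports HSF-1 transcriptional activity via heat shock element; 0% = median of DMSO wells and -100% = zero luminescence signal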
KLF5 inh – suppresses KLF5 promoter-driven expression; DLD-1 KLF5 promoter-luciferase reporter, luminescence; inhibition, % at 5 µM; hit rate 0.23% among 290,000;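 active = inhibition above a per-plate limit of that plate's mean compound inhibition plus 3 SD, cut at about 60% in these data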;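 note: 0% = DMSO wells and 100% = LY294002 at 200 µM; higher means less KLF5 promoter-driven luciferase light; inactives centre near -14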
AI-2 QS modul – modulates the Vibrio harveyi AI-2 quorum sensing system. hit rate 0.4% among 300,000. Vibrio harveyi JMH597 AI-2 luminescence/OD600 ratio, 9 h; stronger effect = lower value; strain lacks LuxN and CqsS sensors; 0 = neutral-control median. activity change, % at 7.5 µM; in the data active = activity change below about -75%, passing the limit was not always enough; inconclusive = no clear call, values can overlap the other calls;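 note: luminescence divided by OD600 gain over 9 h not by final OD600 alone; inactives centre near 13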
aSyn 5UTR inh – MLPCN primary screen, SNCA 5' untranslated region; inhibition, % (tested at 7.5 µM); alpha-synuclein 5'UTR reporter, inhibitor activity; hit rate 0.82% among 300,000; in the data active = inhibition above about 60%; inconclusive = no clear call, values can overlap the other calls;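 note: H4 neuroglioblastoma cells stably carrying SNCA 5'UTR luciferase fusion; 0% = DMSO wells and 100% = positive control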
HIF activator – HIF pathway transcriptional activation; U2OS HRE-luciferase reporter, luminescence; normalized: DMSO 0%, desferrioxamine 100%; activation, % at 7.5 µM (by protocol); hit rate 0.32% among 300,000; AID 1910;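 active = mean activation of at least 10% of the iron chelator positive control signal, with at least half of replicates also reaching 10%; inconclusive = mean and replicate majority disagree about reaching 10%; inactive = mean and most replicates under 10%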
HDAC3 inh – blocks human histone deacetylase 3 | AID 2718 | hit rate 0.15% among 320,000 | inhibition, % at 8.3 µM | recombinant HDAC3, fluorogenic peptide/trypsin coupled, fluorescence | O15379; in the data active = inhibition above about 26%, passing the limit was not always enough; inconclusive = no clear call, values can overlap the other calls
Target sequence (O15379 whole entry, looked up): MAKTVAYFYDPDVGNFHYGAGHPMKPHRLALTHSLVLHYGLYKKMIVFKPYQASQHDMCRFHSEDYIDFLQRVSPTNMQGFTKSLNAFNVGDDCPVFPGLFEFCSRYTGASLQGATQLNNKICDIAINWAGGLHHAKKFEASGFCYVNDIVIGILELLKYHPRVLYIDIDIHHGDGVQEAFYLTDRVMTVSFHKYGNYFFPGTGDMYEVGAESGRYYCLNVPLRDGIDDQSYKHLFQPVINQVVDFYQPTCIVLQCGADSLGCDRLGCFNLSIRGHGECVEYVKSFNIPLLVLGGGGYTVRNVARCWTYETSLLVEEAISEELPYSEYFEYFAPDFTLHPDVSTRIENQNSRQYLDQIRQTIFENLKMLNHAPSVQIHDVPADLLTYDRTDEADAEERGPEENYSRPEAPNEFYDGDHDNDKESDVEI
IEC-6 tox – kills IEC-6 intestinal cells in KLF5 counter-screen | inhibition, % at 5 µM | hit rate 0.78% among 290,000 | IEC-6 cytotoxicity, luminescence viability; in the data active = inhibition above about 22%;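 note: 0% = plate median of test compound wells and 100% = cytotoxic reference compound wells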
HSF-1 act – increases HSF-1 driven luciferase reporter signal | NIH3T3-HGL HSF-1 luciferase reporter, MG132, 8 h; 100% = twice DMSO control signal | activation, % at 9 µM | hit rate 1.7% among 300,000 | AID 504408;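 active = mean replicate activation of at least 50% with a set share of replicates each reaching 50%; inconclusive = only one of those two conditions met; inactive = mean below 50% and too few replicates reaching it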;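 note: 0% = median of the neutral control wells and 100% = twice that signal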
HSP90 refold inh – HSP90 refolding inhibition in rabbit reticulocyte lysate | AID 1789 | luciferase refolding luminescence, 3 h | hit rate 0.91% among 290,000 | inhibition, % at 5.6 µM;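 active = inhibition above the screen-wide mean plus 3 SD, computed separately per campaign, cut at about 16% in these data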;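 note: 0% = DMSO wells and 100% = 60 µM geldanamycin wells; inhibitors lower the luminescence because luciferase stays unfolded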
Platelet DG rel – modulates dense granule release in human platelets. human platelet-rich plasma, SFLLRN dense granule ATP release, luminescence. inhibition, %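 (compounds screened at 7.5 µM in platelet-rich plasma)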. hit rate 0.22% among 300,000. AID 1663;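 active = mean replicate score, as percent of positive control, at or above 50; inconclusive = mean below 50 but at least one replicate at or above 50; inactive = mean and every replicate below 50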
* hit, by the source's call; ? = inconclusive; · = no result given. Outcome played no part in choosing rows; about 5% have a hit in one of these screens.

SMILES	HSF1 inh	KLF5 inh	AI-2 QS modul	aSyn 5UTR inh	HIF activator	HDAC3 inh	IEC-6 tox	HSF-1 act	HSP90 refold inh	Platelet DG rel
CCC1CCCCN1CC(=O)c1c(C)[nH]c2ccccc12 (centres undefined)	-3	-11	-2	11	-0.1	-6	-1	-3	2	-2
Cc1ccccc1-c1noc(-c2cccs2)n1	24	-32	18	-251	4.2	?	4	47	2	-1
CCCC(O)(c1ccc(OC)cc1)C(CN(C)C)c1ccccc1 (centres undefined)	-6	-12	1	-14	-0.3	3	-5	2	-2	-1
Cc1cc(C)c(C(=O)CN2C(=O)NC3(CCC(C)CC3)C2=O)cc1C (centres undefined)	-2	-1	12	8	0.0	-4	3	-5	0	-10
O=c1c2c([nH]c3ccc(Br)cc13)CCCC2	-5	·	9	-4	-0.2	-3	·	0	·	-5
O=C(CN1C(=O)c2ccccc2S1(=O)=O)c1cccc(Br)c1	-35	26	22	84*	-3.1	-3	-3	-36	1	-14
Cn1c(COc2ccc(Cl)cc2)nc2ccccc2c1=O	23	-14	-2	-92	0.7	-2	7	26	2	1
CC(=O)c1cccc(NC(=O)CSc2ccc(-c3ccccn3)nn2)c1	8	-16	5	69*	1.6	-3	-3	13	1	-8
O=C1c2ccccc2C(=O)N1CCCc1c[nH]c2ccccc12	26	1	-14	-16	0.9	1	-4	32	0	0
CCOC(=O)N1CCN(S(=O)(=O)c2ccc(C(=O)N(CCCN(C)C)c3nc4c(C)c(C)ccc4s3)cc2)CC1	7	·	29	-22	-0.2	0	·	-8	·	-7
COc1ccc(C[C@H]2CN3C(=NC[C@@H]3Cc3ccc(O)cc3)N2C[C@H](C)NC(=O)CCC2CCCCC2)cc1	7	·	27	15	-0.1	4	·	-4	·	3
O=C(N/N=C/c1ccc2cccc(OCc3ccccc3)c2n1)c1ccc(Cl)cc1	6	-8	11	-12	0.7	4	5	9	1	-1
COc1ccc(NC(=O)c2cccc(NC(=O)C3C4CC5OC(=O)C3C5C4)c2)c(OC)c1 (centres undefined)	-6	0	3	-5	0.2	1	-5	-7	-2	1
COc1cc(SC)ccc1C(=O)OCC(=O)NCCC1=CCCCC1	11	·	5	4	-3.4	0	·	46	·	0
O=C(CCl)NCCCN(C(=O)C(Cl)Cl)c1ccc([N+](=O)[O-])cc1	6	6	-10	-28	-1.0	-2	-4	32	0	-11
CN(Cc1nc(CCc2ccccc2)no1)Cc1cccs1	3	-23	3	-39	-0.1	-7	-1	13	-4	-7
COc1ccccc1C1=NOC(C)(c2sc(-c3ccccc3)nc2C)C1 (centres undefined)	1	·	-2	-11	1.1	0	·	25	·	2
COc1cc(OC)cc(C(=O)Oc2c(CN3CCOCC3)cc(Cl)c3cccnc23)c1	18	23	21	92*	0.9	0	80*	12	1	8
CC(=O)Oc1ccc2oc(/C=C/N(C)C)c([N+](=O)[O-])c2c1	4	3	13	-49	1.1	7	0	2	5	4
CCOC(=O)c1cc(=O)n(Cc2ccccc2C)c2ccccc12	3	8	10	41	0.0	-1	0	17	5	-3
CC(=O)c1cc2c(cc1N/C(=N/S(=O)(=O)c1ccccc1)c1ccc(Cl)cc1)OCO2	-4	6	15	-33	-0.4	0	-4	10	-2	-2
O=[N+]([O-])c1ccc(Oc2ccc(F)cc2Br)c2ccncc12	-31	-30	26	-9	1.4	4	1	-35	-4	-1
CCCCc1cc(=O)oc2cc(OC(C)C(=O)NCc3ccccn3)c(Cl)cc12 (centres undefined)	-1	-4	18	19	-0.3	2	-1	3	2	11
COc1ccc(Nc2nc3ccc(C)cc3cc2C#N)c(OC)c1	5	-16	36	-50	1.1	-10	4	34	0	-5
CCc1ccc(N(C(=O)c2csnn2)C(C(=O)NC(C)(C)CC)c2cccnc2)cc1 (centres undefined)	-5	-21	-8	-13	0.3	3	0	0	0	4
CCNS(=O)(=O)c1ccc(CCC(=O)N2CCN(C(=O)OCC)CC2)cc1	-6	1	9	6	0.8	-5	1	6	-3	-1
O=C(CSc1nc(-c2ccccc2Cl)ns1)Nc1ccc2c(c1)OCO2	4	-8	3	-20	1.8	8	9	6	-1	14
Cc1ccc(S/C(=N\S(=O)(=O)c2ccc(Cl)cc2)c2ccccc2)cc1	0	-14	38	-18	-0.1	-13	2	3	4	0
COc1cc(OC)c2c(C)cc(=O)oc2c1	11	-27	19	6	-0.8	-123	-1	-8	-1	1
COc1ccc2oc(=O)c(C(=O)Nc3cccc(C(C)=O)c3)cc2c1	3	-53	26	-82	0.6	-6	-4	-7	0	2
O=C(Nc1cnn(C23CC4CC(CC(C4)C2)C3)c1)c1cc(-c2ccccc2)on1	2	-10	21	19	0.0	-1	-2	-11	1	5
CCc1nc2ccccc2nc1N1CCN(S(=O)(=O)c2ccc(Cl)cc2)CC1	12	8	28	-11	-0.5	-3	2	8	1	-3
COc1cc(C(=O)Nc2nnc(C(F)(F)F)s2)c([N+](=O)[O-])cc1OC	5	-11	19	0	-0.1	4	0	6	0	5
CCCCN(CCCC)CCCN1CC(=O)N2[C@@H](Cc3c([nH]c4ccccc34)C2(C)C)C1=O	10	11	20	4	0.1	-2	8	28	-1	-1
CCCN(CCC)C(=O)c1ccc2nc(-c3ccc(OC)c(OC)c3)c(-c3ccc(OC)c(OC)c3)nc2c1	-3	-16	18	27	-1.0	11	5	-1	0	13
CCN(CC)c1ccc(C2C(C(=O)OCCOC)=C(C)NC3=C2C(=O)CC(C)(C)C3)cc1 (centres undefined)	-3	-24	20	7	-0.2	-2	3	9	0	8
Nc1nnc(SCC(=O)OCC(=O)Nc2ccccc2)s1	1	13	6	8	-0.2	3	-3	40	2	4
Cc1ccc(S(=O)(=O)N2CCN(C(=O)CSc3nnnn3C)C2)cc1	-4	15	11	6	0.0	-4	-1	12	-1	0
CCOC(=O)N1CCN(C(=O)c2oc3ccc(S(=O)(=O)N4CCCCC4)cc3c2C)CC1	7	-11	23	12	-0.6	8	7	-6	0	1
Cc1c(Cl)cccc1NC(=O)CCC(=O)NNC(=O)c1ccco1	-4	-29	5	-12	-0.2	0	-1	-2	-3	-13

An excerpt from above, limited to HDAC3 inh, HSF-1 act and KLF5 inh.
SMILES | HDAC3 inh | HSF-1 act | KLF5 inh
CC(=O)c1cc2c(cc1N/C(=N/S(=O)(=O)c1ccccc1)c1ccc(Cl)cc1)OCO2 | 0 | 10 | 6
O=[N+]([O-])c1ccc(Oc2ccc(F)cc2Br)c2ccncc12 | 4 | -35 | -30
CCCCc1cc(=O)oc2cc(OC(C)C(=O)NCc3ccccn3)c(Cl)cc12 (centres undefined) | 2 | 3 | -4

(next part)
SMILES	HSF1 inh	KLF5 inh	AI-2 QS modul	aSyn 5UTR inh	HIF activator	HDAC3 inh	IEC-6 tox	HSF-1 act	HSP90 refold inh	Platelet DG rel
COc1cccc(-c2nn(C)c3sc(C(=O)NCc4ccc5c(c4)OCO5)cc23)c1	14	-7	17	-17	0.0	-4	2	18	3	-3
Cc1occc1C(=O)Nc1cccc2ccccc12	57	-145	14	-172	3.8	1	9	73*	1	16
CC(OC(=O)c1ccc(Br)c(S(=O)(=O)N2CCOCC2)c1)C(=O)NC1CCCCC1C (centres undefined)	-1	·	4	10	-0.8	0	·	17	·	4
COc1ccc(NC(=O)CCCN2C(=O)C3CC=CCC3C2=O)cc1 (centres undefined)	-3	-30	14	-5	0.4	-3	-4	-7	-5	5
COc1cccc(/C=N/NC(=O)C(=O)N2CCCC2)c1O	5	-75	31	3	1.0	-1	7	-6	-1	12
O=C(NCCc1ccc(C(F)(F)F)cc1)C1CCC(=O)N(CCc2cccc(F)c2)C1 (centres undefined)	0	-58	22	-1	1.7	15	-13	27	-7	6
COCCNC(=O)COc1ccc(Br)cc1Cl	-4	-26	7	-68	-0.4	-13	3	16	-2	-2
O=C(Cc1cccs1)Nc1cccc(-c2nc3cc4ccccc4cc3[nH]2)c1	39	-110	-5	-92	4.4	-23	8	74*	3	35
COc1ccccc1C(=O)NC(=O)COC(=O)c1cccc(OC(F)F)c1	5	·	20	3	-0.3	10	·	-18	·	4
CC(=O)C(Sc1nc(N(C)C)nc(N(C)C)n1)C(=O)Nc1ccccc1 (centres undefined)	10	-8	-3	-11	0.4	2	-3	25	-4	-11
COc1ccc(C=O)cc1COc1ccc(F)cc1F	3	-4	30	-9	-44	-3	4	9	3	-4
Cc1ccc(S(=O)(=O)n2nc(C)c(S(=O)(=O)N3CCOCC3)c2C)cc1	-3	-11	20	5	-0.3	-3	-2	21	-4	-57

Entries shown so far that have a Cl atom (eleven):
SMILES	HSF1 inh	KLF5 inh	AI-2 QS modul	aSyn 5UTR inh	HIF activator	HDAC3 inh	IEC-6 tox	HSF-1 act	HSP90 refold inh	Platelet DG rel
Cn1c(COc2ccc(Cl)cc2)nc2ccccc2c1=O	23	-14	-2	-92	0.7	-2	7	26	2	1
O=C(N/N=C/c1ccc2cccc(OCc3ccccc3)c2n1)c1ccc(Cl)cc1	6	-8	11	-12	0.7	4	5	9	1	-1
O=C(CCl)NCCCN(C(=O)C(Cl)Cl)c1ccc([N+](=O)[O-])cc1	6	6	-10	-28	-1.0	-2	-4	32	0	-11
COc1cc(OC)cc(C(=O)Oc2c(CN3CCOCC3)cc(Cl)c3cccnc23)c1	18	23	21	92*	0.9	0	80*	12	1	8
CC(=O)c1cc2c(cc1N/C(=N/S(=O)(=O)c1ccccc1)c1ccc(Cl)cc1)OCO2	-4	6	15	-33	-0.4	0	-4	10	-2	-2
CCCCc1cc(=O)oc2cc(OC(C)C(=O)NCc3ccccn3)c(Cl)cc12 (centres undefined)	-1	-4	18	19	-0.3	2	-1	3	2	11
O=C(CSc1nc(-c2ccccc2Cl)ns1)Nc1ccc2c(c1)OCO2	4	-8	3	-20	1.8	8	9	6	-1	14
Cc1ccc(S/C(=N\S(=O)(=O)c2ccc(Cl)cc2)c2ccccc2)cc1	0	-14	38	-18	-0.1	-13	2	3	4	0
CCc1nc2ccccc2nc1N1CCN(S(=O)(=O)c2ccc(Cl)cc2)CC1	12	8	28	-11	-0.5	-3	2	8	1	-3
Cc1c(Cl)cccc1NC(=O)CCC(=O)NNC(=O)c1ccco1	-4	-29	5	-12	-0.2	0	-1	-2	-3	-13
COCCNC(=O)COc1ccc(Br)cc1Cl	-4	-26	7	-68	-0.4	-13	3	16	-2	-2

Source: PubChem
